TEAD-YAP inh = TEAD-YAP interaction inhibition. HEK-TIYL cells, TEAD-Gal4/YAP UAS-luciferase luminescence. inhibition, % at 9.12 µM. hit rate 1.4% among 640,000. AID 1259422; in the data active means inhibition above about 32%;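 further: 0% = median of test compound wells and 100% = reference inhibitor wells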
GPR151 ag = human GPR151 activation; Q8TDV0; PathHunter beta-arrestin GPR151 cells, luminescence; activation, % at 11.2 µM; hit rate 1% among 650,000; in the data active means activation above about 4.9%;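 further: 0% = median of compound wells and 100% = cells with positive control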
Target sequence (Q8TDV0 whole entry, looked up): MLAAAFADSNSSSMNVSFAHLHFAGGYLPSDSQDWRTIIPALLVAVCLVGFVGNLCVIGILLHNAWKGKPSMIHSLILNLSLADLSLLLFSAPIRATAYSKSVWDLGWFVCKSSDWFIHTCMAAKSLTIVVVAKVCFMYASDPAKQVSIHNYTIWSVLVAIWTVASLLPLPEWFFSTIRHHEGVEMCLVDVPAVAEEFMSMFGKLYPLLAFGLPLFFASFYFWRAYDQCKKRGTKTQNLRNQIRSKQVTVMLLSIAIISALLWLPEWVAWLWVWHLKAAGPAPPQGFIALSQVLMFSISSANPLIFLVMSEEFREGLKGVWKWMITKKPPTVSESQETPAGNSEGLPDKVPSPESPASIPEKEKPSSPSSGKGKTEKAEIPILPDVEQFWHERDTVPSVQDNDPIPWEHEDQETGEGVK
MITF inh = human MITF inhibition, primary screen; AlphaScreen MITF homodimerization, bead proximity signal; inhibition, % at 2.6 µM; hit rate 0.91% among 650,000; AID 1259374; in the data active means inhibition above about 50%;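 further: 0% = vehicle wells with protein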
FBW7 activator = human FBW7 E3 ligase activation, primary screen. hit rate 0.13% among 650,000. AID 1259310. AlphaScreen FBW7–phospho-cyclin E peptide binding, activator screen. Q969H0. normalized activity (activation), % at 26.1 µM; in the data active means normalized activity above about 1.9%;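 further: purified mutant Fbw7 with reduced substrate affinity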
Target sequence (Q969H0 whole entry, looked up): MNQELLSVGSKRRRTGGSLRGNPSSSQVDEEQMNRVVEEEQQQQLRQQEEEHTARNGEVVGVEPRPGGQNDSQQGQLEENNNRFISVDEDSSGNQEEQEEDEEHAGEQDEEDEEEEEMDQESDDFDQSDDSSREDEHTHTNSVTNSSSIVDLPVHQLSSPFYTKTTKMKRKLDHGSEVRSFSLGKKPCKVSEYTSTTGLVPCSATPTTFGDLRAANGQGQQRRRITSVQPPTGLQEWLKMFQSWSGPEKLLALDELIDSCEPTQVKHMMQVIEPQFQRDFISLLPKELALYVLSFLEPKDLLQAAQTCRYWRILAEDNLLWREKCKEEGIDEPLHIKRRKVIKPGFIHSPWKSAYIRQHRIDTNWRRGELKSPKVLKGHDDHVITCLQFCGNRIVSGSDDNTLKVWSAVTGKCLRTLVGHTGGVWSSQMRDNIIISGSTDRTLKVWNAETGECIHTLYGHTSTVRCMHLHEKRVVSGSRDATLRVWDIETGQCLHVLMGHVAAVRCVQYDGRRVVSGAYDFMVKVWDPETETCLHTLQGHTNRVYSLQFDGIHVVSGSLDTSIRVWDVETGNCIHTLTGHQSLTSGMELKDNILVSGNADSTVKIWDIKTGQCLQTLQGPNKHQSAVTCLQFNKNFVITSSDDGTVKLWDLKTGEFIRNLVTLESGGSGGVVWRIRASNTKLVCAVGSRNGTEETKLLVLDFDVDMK
Starred values were filed as active, the others as inactive.

What do the screens show for `Cc1cc(Nc2ccc(N3CCOCC3)cc2)c2cc(Cl)ccc2n1`?
TEAD-YAP inh: -16; GPR151 ag: 0.9; MITF inh: 18; FBW7 activator: -0.1

Results for CCOc1ccc2[nH]c(=O)c(CN(CCO)S(=O)(=O)c3ccc(F)cc3)cc2c1 ?
TEAD-YAP inh: -3; GPR151 ag: 0.8; MITF inh: 6; FBW7 activator: 0.0

Results for O=C(Cn1ncn2c(cc3sccc32)c1=O)NC1CCCc2ccccc21 (centres undefined) ?
TEAD-YAP inh: 11; GPR151 ag: -0.6; MITF inh: 6; FBW7 activator: 0.0

Results for Cc1ccc2c(c1)cc1c(=O)n(CC(=O)NCCCc3ccccc3)nc(C)n12 ?
TEAD-YAP inh: -5; GPR151 ag: -0.4; MITF inh: 15; FBW7 activator: 0.1

How did COc1ccc2cc(C#N)c(NCCNS(=O)(=O)c3ccccc3)nc2c1 do in these assays?
TEAD-YAP inh: 3; GPR151 ag: -0.1; MITF inh: -1; FBW7 activator: 0.1

Results for Cc1c(C(=O)Nn2cnnc2)oc2ccccc12 ?
TEAD-YAP inh: -2; GPR151 ag: -5.3; MITF inh: -2; FBW7 activator: 0.1

Results for CNC(=O)CNC(=O)Nc1ccccc1OC ?
TEAD-YAP inh: 4; GPR151 ag: -1.4; MITF inh: 3; FBW7 activator: 0.0

What do the screens show for `O=[N+]([O-])c1ccc(S(=O)(=O)NCCc2ccncc2)cc1`?
TEAD-YAP inh: 12; GPR151 ag: -0.4; MITF inh: 1; FBW7 activator: -0.1

How did N#Cc1ccccc1S(=O)(=O)N1CCN(CCO)CC1 do in these assays?
TEAD-YAP inh: -7; GPR151 ag: -0.4; MITF inh: -5; FBW7 activator: 0.0

What do the screens show for `COc1ccc2oc(=O)c(NC(=O)C3CCCCC3)cc2c1`?
TEAD-YAP inh: -11; GPR151 ag: 1.0; MITF inh: 8; FBW7 activator: 0.0

How did COc1ccc(C2C(C(=O)O)CCC(=O)N2c2ccc(OC)cc2)cc1 (centres undefined) do in these assays?
TEAD-YAP inh: -6; GPR151 ag: 1.1; MITF inh: -12; FBW7 activator: 0.0

How did COC(=O)c1cccc(S(=O)(=O)Nc2ccc(NC(=O)c3ccccc3)cc2)c1 do in these assays?
TEAD-YAP inh: 2; GPR151 ag: 0.9; MITF inh: 7; FBW7 activator: 0.0

A portion from further up:
What do the screens show for `Cc1cc(Nc2ccc(N3CCOCC3)cc2)c2cc(Cl)ccc2n1`?
TEAD-YAP inh: -16; GPR151 ag: 0.9; MITF inh: 18; FBW7 activator: -0.1

Results for CCOc1ccc2[nH]c(=O)c(CN(CCO)S(=O)(=O)c3ccc(F)cc3)cc2c1 ?
TEAD-YAP inh: -3; GPR151 ag: 0.8; MITF inh: 6; FBW7 activator: 0.0

Remaining list, next part
How did Cc1c(C(=O)OC(C)C)sc(NC(=O)c2cc3ccccc3c(=O)o2)c1C(N)=O do in these assays?
TEAD-YAP inh: -2; GPR151 ag: 0.6; MITF inh: -12; FBW7 activator: 0.0

How did Cc1ccc(S(=O)(=O)N2CCOC2CNC(=O)C(=O)NCc2ccncc2)cc1 (centres undefined) do in these assays?
TEAD-YAP inh: 9; GPR151 ag: 0.6; MITF inh: -7; FBW7 activator: 0.4

What do the screens show for `CN1CCN(CC(O)COc2cccc3ccccc23)CC1` (centres undefined)?
TEAD-YAP inh: 10; GPR151 ag: -0.5; MITF inh: 9; FBW7 activator: 0.1

Results for COC(=O)c1ccc(C2C(C#N)=C(C)NC3=C2C(=O)CC(C)(C)C3)cc1 (centres undefined) ?
TEAD-YAP inh: 4; GPR151 ag: -0.4; MITF inh: 7; FBW7 activator: 0.2

What do the screens show for `COc1cc(NC(=O)Cc2ccccc2OC)c(OC)cc1Cl`?
TEAD-YAP inh: 1; GPR151 ag: 0.3; MITF inh: 8; FBW7 activator: 0.5

Results for COc1cc(C2NC(=O)NC(c3ccccc3)=C2C(C)=O)cc([N+](=O)[O-])c1O (centres undefined) ?
TEAD-YAP inh: 8; GPR151 ag: 0.0; MITF inh: -6; FBW7 activator: -0.5

What do the screens show for `Cc1nn(C)c(C)c1-c1cc(C(=O)NCCCN2CCCC2=O)ccn1`?
TEAD-YAP inh: -12; GPR151 ag: 4.6; MITF inh: 7; FBW7 activator: 0.2

Results for Cc1ccc(NC(=S)N2CCN(C)CC2)cc1 ?
TEAD-YAP inh: -7; GPR151 ag: -0.2; MITF inh: 9; FBW7 activator: -0.1

What do the screens show for `O=C(CN1CCN(Cc2ccccc2F)C1=O)NCCC1=CCCCC1`?
TEAD-YAP inh: -12; GPR151 ag: 1.0; MITF inh: -6; FBW7 activator: 0.0

How did Cc1ccn2cc(C(=O)Nc3nc4ccccc4s3)nc2c1 do in these assays?
TEAD-YAP inh: 5; GPR151 ag: 4.0; MITF inh: 5; FBW7 activator: -0.2

What do the screens show for `COc1ccccc1OCCOCCn1cnc2ccccc2c1=O`?
TEAD-YAP inh: -14; GPR151 ag: 14*; MITF inh: -3; FBW7 activator: 0.1

What do the screens show for `COc1ccc(C2=NN(C(=O)CSc3nnc(CNC(=O)COc4ccccc4)n3-c3ccccc3)C(c3ccc(OC)cc3)C2)cc1` (centres undefined)?
TEAD-YAP inh: -3; GPR151 ag: -0.8; MITF inh: -6; FBW7 activator: 0.0

Overlap with the part before: 5 compounds, then new ones.
Results for Cc1ccc(NC(=S)N2CCN(C)CC2)cc1 ?
TEAD-YAP inh: -7; GPR151 ag: -0.2; MITF inh: 9; FBW7 activator: -0.1

What do the screens show for `O=C(CN1CCN(Cc2ccccc2F)C1=O)NCCC1=CCCCC1`?
TEAD-YAP inh: -12; GPR151 ag: 1.0; MITF inh: -6; FBW7 activator: 0.0

How did Cc1ccn2cc(C(=O)Nc3nc4ccccc4s3)nc2c1 do in these assays?
TEAD-YAP inh: 5; GPR151 ag: 4.0; MITF inh: 5; FBW7 activator: -0.2

What do the screens show for `COc1ccccc1OCCOCCn1cnc2ccccc2c1=O`?
TEAD-YAP inh: -14; GPR151 ag: 14*; MITF inh: -3; FBW7 activator: 0.1

What do the screens show for `COc1ccc(C2=NN(C(=O)CSc3nnc(CNC(=O)COc4ccccc4)n3-c3ccccc3)C(c3ccc(OC)cc3)C2)cc1` (centres undefined)?
TEAD-YAP inh: -3; GPR151 ag: -0.8; MITF inh: -6; FBW7 activator: 0.0

What do the screens show for `COc1ccc(S(=O)(=O)Nc2ccc(C)c(C)c2)cc1`?
TEAD-YAP inh: -7; GPR151 ag: 0.2; MITF inh: 5; FBW7 activator: 0.0

What do the screens show for `CN1CCc2c(sc3c2C(=O)NC(c2ccc(OCc4ccccc4Cl)cc2)N3)C1` (centres undefined)?
TEAD-YAP inh: 0; GPR151 ag: -3.7; MITF inh: -4; FBW7 activator: 0.0

Results for CC(C)(C)c1ccc(C(=O)CC(NCc2ccccc2)C(=O)O)cc1 (centres undefined) ?
TEAD-YAP inh: 16; GPR151 ag: -0.9; MITF inh: 3; FBW7 activator: 0.1

What do the screens show for `O=C(O)C1(Cc2nc3ccccc3s2)CCCCC1`?
TEAD-YAP inh: -3; GPR151 ag: -1.0; MITF inh: 8; FBW7 activator: 0.1

Results for Cc1c(C(N)=NC#N)sc2nc(-c3ccccc3)nc(N)c12 ?
TEAD-YAP inh: -1; GPR151 ag: 3.9; MITF inh: 5; FBW7 activator: 0.0

Results for COc1ccc(CC(=O)NCC(=O)N/N=C/c2cccc(Br)c2)cc1 ?
TEAD-YAP inh: 6; GPR151 ag: 0.0; MITF inh: -9; FBW7 activator: 0.0

How did COC(=O)c1cccc(NS(=O)(=O)c2ccccc2[N+](=O)[O-])c1C do in these assays?
TEAD-YAP inh: 6; GPR151 ag: 1.8; MITF inh: -15; FBW7 activator: -0.3

Results for Cc1cc(Cl)ccc1OCC(=O)NNC(=O)c1ccncc1 ?
TEAD-YAP inh: 0; GPR151 ag: -0.3; MITF inh: 2; FBW7 activator: 0.1

How did CC1(C)Cc2cccc(OCC(=O)OCC(=O)c3c[nH]c4ccccc34)c2O1 do in these assays?
TEAD-YAP inh: 6; GPR151 ag: 3.4; MITF inh: 13; FBW7 activator: 0.1

Results for CNC(=O)CSc1nnc(Nc2ccc(C)cc2C)s1 ?
TEAD-YAP inh: -6; GPR151 ag: 1.2; MITF inh: -4; FBW7 activator: -0.1

How did O=C(Cn1ncc2c3ccccc3n(Cc3ccc(F)cc3)c2c1=O)NCc1ccco1 do in these assays?
TEAD-YAP inh: 7; GPR151 ag: -0.3; MITF inh: 13; FBW7 activator: 0.2

How did Cc1cc(Cl)ccc1OC(=O)C1COc2ccccc2O1 (centres undefined) do in these assays?
TEAD-YAP inh: 0; GPR151 ag: 1.0; MITF inh: -6; FBW7 activator: 0.2

What do the screens show for `Cc1ccc(NC(=O)C(=O)NCC2(c3ccccc3)CCCC2)cc1`?
TEAD-YAP inh: 1; GPR151 ag: -1.0; MITF inh: -5; FBW7 activator: -0.1

Results for Cc1nc(N2CCC(C(=O)NC3C4CC5CC3CC(O)(C5)C4)CC2)nc2ccccc12 (centres undefined) ?
TEAD-YAP inh: 14; GPR151 ag: -0.7; MITF inh: 6; FBW7 activator: 0.1

What do the screens show for `COCCCn1c(SC(C)C(=O)NC(N)=O)nnc1-c1ccc(Cl)cc1` (centres undefined)?
TEAD-YAP inh: -5; GPR151 ag: -1.4; MITF inh: -6; FBW7 activator: -0.2

Results for COc1ccc(NC(=O)CCN2C(=O)c3ccccc3S2(=O)=O)cc1 ?
TEAD-YAP inh: -7; GPR151 ag: -1.2; MITF inh: 4; FBW7 activator: -0.2

How did Cc1ccc(C(=O)OCC(=O)NC(=O)NC(C)C)c(O)c1 do in these assays?
TEAD-YAP inh: 3; GPR151 ag: 0.9; MITF inh: 3; FBW7 activator: -0.1

What do the screens show for `CC1(C)CC(CCN2CCCC2)(c2ccccc2)CCO1` (centres undefined)?
TEAD-YAP inh: -14; GPR151 ag: -1.1; MITF inh: -2; FBW7 activator: 0.1

How did Cc1cc(C)c(S(=O)(=O)N(C)CC(=O)Nc2ccc(C(F)(F)F)cc2)c(C)c1 do in these assays?
TEAD-YAP inh: -10; GPR151 ag: -0.4; MITF inh: 11; FBW7 activator: 0.4

How did CC1CCN(C(c2ccc(O)cc2)c2nnnn2C2CCCC2)CC1 (centres undefined) do in these assays?
TEAD-YAP inh: 5; GPR151 ag: -1.0; MITF inh: 10; FBW7 activator: -0.2

How did CCN1C(=O)[C@H]2[C@H]3[C@H](O)[C@H](O)C/C(=N\O[C@@H](C)c4cn([C@H](CO)Cc5ccccc5)nn4)[C@@H]3CC[C@H]2C1=O do in these assays?
GPR151 ag: -1.7; MITF inh: -14; FBW7 activator: 0.1

Results for CC(NS(=O)(=O)c1ccc(Cl)cc1)C(=O)Nc1cccc([N+](=O)[O-])c1 (centres undefined) ?
TEAD-YAP inh: -4; GPR151 ag: -0.6; MITF inh: -11; FBW7 activator: -0.2

How did Cc1cc(C)cc(N(C(C)C(=O)Nc2cccc([N+](=O)[O-])c2)S(C)(=O)=O)c1 (centres undefined) do in these assays?
TEAD-YAP inh: -10; GPR151 ag: -2.0; MITF inh: 0; FBW7 activator: -0.2

What do the screens show for `C=CCOC(=O)C1=C(C)OC(N)=C(C#N)C1c1ccccc1` (centres undefined)?
TEAD-YAP inh: 4; GPR151 ag: -0.5; MITF inh: 11; FBW7 activator: 0.0

Results for CN(C1CCCCC1)C1CCC(=O)N(Cc2ccc(F)cc2F)CC1 (centres undefined) ?
TEAD-YAP inh: -5; GPR151 ag: 0.4; MITF inh: -11; FBW7 activator: 0.1

What do the screens show for `COC(=O)CCC(=O)Nc1ccc(Cl)c([N+](=O)[O-])c1`?
TEAD-YAP inh: 8; GPR151 ag: -0.6; MITF inh: 3; FBW7 activator: 0.0

How did O=C1Nc2ccccc2/C1=C\c1cccc(C(=O)O)c1 do in these assays?
TEAD-YAP inh: 0; GPR151 ag: -0.5; MITF inh: -2; FBW7 activator: -0.1

Results for O=C(Nc1c2c(nn1-c1cccc(Cl)c1)CSC2)c1ccc(Cl)cc1Cl ?
TEAD-YAP inh: -1; GPR151 ag: -0.4; MITF inh: -20; FBW7 activator: 0.0

How did C=CCn1c2ccccc2c2nnc(SCc3cc4c(cc3Cl)OCO4)nc21 do in these assays?
TEAD-YAP inh: 7; GPR151 ag: 0.8; MITF inh: 11; FBW7 activator: 0.1

Results for O=C(NCCc1nc2ccccc2[nH]1)c1ccc(Cl)c(Cl)c1 ?
TEAD-YAP inh: 11; GPR151 ag: 2.7; MITF inh: 0; FBW7 activator: 0.1

How did COCCNC(=O)C(OC(=O)c1ccco1)c1ccccc1OC (centres undefined) do in these assays?
TEAD-YAP inh: 14; GPR151 ag: -0.5; MITF inh: 9; FBW7 activator: 1.9*

What do the screens show for `Cc1c(C(=O)NCCCN2CCOCC2)oc2ccc3c(c12)C=CC1(CCCC1)O3`?
TEAD-YAP inh: -7; GPR151 ag: 0.3; MITF inh: 8; FBW7 activator: 0.5

How did CCCC1=NN2C(=N)/C(=C/c3ccc(-c4cccc([N+](=O)[O-])c4)o3)C(=O)N=C2S1 do in these assays?
TEAD-YAP inh: 0; GPR151 ag: 0.7; MITF inh: 2; FBW7 activator: -0.1

How did Cc1ccc(N[C@@H]2OC[C@@H](O)C(O)C2O)cc1N[C@@H]1OC[C@@H](O)C(O)C1O (some centres undefined) do in these assays?
TEAD-YAP inh: 15; GPR151 ag: -0.9; MITF inh: 72*; FBW7 activator: 0.1

Results for COc1ccc(C(N2CCOCC2)N2CCOCC2)cc1 ?
TEAD-YAP inh: -1; GPR151 ag: 2.6; MITF inh: -4; FBW7 activator: 0.1

How did CN(C)c1ccc(-c2cc(NCc3cccc(C(F)(F)F)c3)ncn2)cc1 do in these assays?
TEAD-YAP inh: 14; GPR151 ag: -0.3; MITF inh: 6; FBW7 activator: 0.1

What do the screens show for `Nc1nc(CC(=O)N/N=C\c2cc3c(cc2[N+](=O)[O-])OCO3)cs1`?
TEAD-YAP inh: -2; GPR151 ag: -1.3; MITF inh: 7; FBW7 activator: -0.6
